MEKK3 PB1 HTS – modulators of MEKK3-MEK5 PB1 binding, primary screen, biochemical, wildtype MEKK3, multiplex bead flow cytometry, Alexa488-MEK5; bead-based flow cytometry, Alexa488-MEK5 binding to MEKK3; actives lie on both sides; 0 = blocked by unlabeled MEK5, 100 = vehicle; binding response (% of control), % at 10 µM; 290,000 compounds, 1.4% hits; AID 1529, 2009;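 active means binding response more than 3 SD above or below the average of its plate-row segment, actives on both sides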;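 further: Alexa488 bead fluorescence after subtracting the streptavidin-only scavenger bead signal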
IDE cell inh – human IDE inhibitors in live cells, primary screen, fluorescence polarization, HEK cells, FAbetaB substrate | 320,000 compounds, 0.41% hits | FAbetaB cleavage | inhibition, % at 5.59 µM;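 active means percent inhibition above the average of all tested compounds plus 3 SD, set per screening campaign, cut at about 16% in these data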;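 further: IDE supplied by intact live HEK cells; FP after avidin binding of uncleaved biotin substrate so inhibition keeps polarization high; 0% = DMSO wells and 100% = 60 µM reference IDE inhibitor Ii1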
PHOSPHO1 block – PubChem AID 1565; inhibition, % at 13.3 µM; 290,000 compounds, 1.1% hits; Phosphoethanolamine/phosphocholine phosphatase (Homo sapiens), Q8TCT1; recombinant PHOSPHO1, absorbance phosphatase assay; in the data active means inhibition above about 60%
Target sequence (Q8TCT1 whole entry, looked up): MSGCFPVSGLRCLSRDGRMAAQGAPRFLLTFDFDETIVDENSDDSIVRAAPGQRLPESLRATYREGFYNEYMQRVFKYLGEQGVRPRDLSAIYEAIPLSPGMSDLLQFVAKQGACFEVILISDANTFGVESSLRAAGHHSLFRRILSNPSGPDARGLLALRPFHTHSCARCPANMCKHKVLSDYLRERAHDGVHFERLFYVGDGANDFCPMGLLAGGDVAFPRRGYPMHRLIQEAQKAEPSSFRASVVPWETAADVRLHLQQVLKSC
IDE cell activ – human IDE activators in live cells, primary screen, fluorescence polarization, HEK cells, FAbeta-B substrate. Insulin-degrading enzyme (Homo sapiens), P14735. AID 493087, 2011. FAbeta-B cleavage; 0% vehicle, 100% cell-free pure enzyme wells. activation, % at 5.96 µM. 340,000 compounds, 0.073% hits;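 active means activation above the mean of all tested compounds plus 3 SD, set per screening campaign, cut at about 17% in these data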
CRFR2-BP antag – antagonists of CRF-BP/CRF-R2 complex, primary screen, cell-based, HEK293, calcium dye fluorescence, uHTS. inhibition, % at 11.8 µM. CRF-induced calcium fluorescence. 350,000 compounds, 0.59% hits;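 active means inhibition of the ligand-induced calcium signal above about 50% at the single tested concentration, limit read from the data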
CHRM4 PAM – human M4 muscarinic receptor positive allosteric modulators, primary screen, CHO-K1 cells, Fluo-8 calcium fluorescence; 360,000 compounds, 0.4% hits; CHO-K1 hM4/Gqi5, ACh EC20; 0% = ACh EC20, 100% = maximal ACh; activation, % at 3 µM; Muscarinic acetylcholine receptor M4 (Homo sapiens), P08173;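 active means activation above its plate's cutoff, the mean activation of sample wells plus 3 SD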; further: some results filed as inactive read as strong as hits
Target sequence (P08173 whole entry, looked up): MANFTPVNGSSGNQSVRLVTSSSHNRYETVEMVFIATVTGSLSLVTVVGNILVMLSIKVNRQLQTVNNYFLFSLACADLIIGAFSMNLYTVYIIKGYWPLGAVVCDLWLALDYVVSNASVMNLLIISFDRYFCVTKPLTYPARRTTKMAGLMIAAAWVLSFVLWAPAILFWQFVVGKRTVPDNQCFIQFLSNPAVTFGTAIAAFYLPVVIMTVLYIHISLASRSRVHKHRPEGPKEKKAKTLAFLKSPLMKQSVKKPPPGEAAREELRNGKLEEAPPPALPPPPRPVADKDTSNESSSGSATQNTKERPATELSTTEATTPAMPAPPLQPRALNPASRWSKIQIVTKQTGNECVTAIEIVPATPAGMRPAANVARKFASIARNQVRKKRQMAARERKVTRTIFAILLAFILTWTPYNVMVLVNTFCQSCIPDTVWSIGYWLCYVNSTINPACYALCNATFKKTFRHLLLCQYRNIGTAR
GalR3 antag – GalR3 antagonists in HEK293 cells, primary screen, cell-based, fluorescence readout; Galanin receptor type 3 (Homo sapiens), O60755; HEK293 GalR3-CNG cAMP membrane potential fluorescence; galR3 body fused to GalR1 C-terminus; inhibition, % at 3 µM; 360,000 compounds, 0.44% hits; AID 651719, 2012;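 active means inhibition above the screen-wide average plus 3 SD, cut at about 13% in these data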;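 further: forskolin and galanin both at EC90 stimulate the cells; cAMP rise reported by CNG channel membrane potential dye signal; 0% = forskolin plus galanin with DMSO and 100% = forskolin alone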
Target sequence (O60755 1-299 limits assumed): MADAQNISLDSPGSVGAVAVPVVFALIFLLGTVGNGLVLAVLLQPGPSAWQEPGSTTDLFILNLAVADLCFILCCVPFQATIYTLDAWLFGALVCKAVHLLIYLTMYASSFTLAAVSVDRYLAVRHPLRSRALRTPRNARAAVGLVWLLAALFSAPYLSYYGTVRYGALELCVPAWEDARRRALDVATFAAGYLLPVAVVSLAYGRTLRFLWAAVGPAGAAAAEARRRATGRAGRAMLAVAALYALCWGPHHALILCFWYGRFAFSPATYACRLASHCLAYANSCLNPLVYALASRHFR
p-CIP stab down – p/CIP-EGFP fusion destabilizers, primary screen, fluorescence, F442A cells. Q05BA5. 16 h. decrease of EGFP signal, % at 10 µM. 290,000 compounds, 0.01% hits. AID 1984, 2009;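 active means EGFP signal decrease of at least 30% at 10 µM or well 3 SD below plate mean, unless failing retest; inactive means the rest, including hits failing retest or dose response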; further: some compounds called inactive have numbers as strong as hits; many of its hits are not listed in these tables
CRFR2-BP ag – agonists of CRF-BP/CRF-R2 complex, primary screen, cell-based, HEK293, calcium dye fluorescence, uHTS; 350,000 compounds, 0.46% hits; AID 588473, 2011; calcium dye fluorescence (FLIPR); percent of saturating CRF peptide response; activation, % at 13.2 µM; CRF-binding protein / CRF receptor 2 complex (human);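 active means activation of at least 50%, plus an integration ratio under a set limit after plate pattern correction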;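 further: plate controls were neutral control wells without compound for no effect and CRF at EC100 for full effect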
* marks the source's active call; other numbers are inactive results; . = no result given.

SMILES | MEKK3 PB1 HTS | IDE cell inh | PHOSPHO1 block | IDE cell activ | CRFR2-BP antag | CHRM4 PAM | GalR3 antag | p-CIP stab down | CRFR2-BP ag
COc1ccc(OC)c(-c2csc(N(CC3CCCO3)C(=O)Cc3ccccc3)n2)c1 (stereo unspecified) | 92.0 | -1.4 | 38.7 | 5.7 | 9.7 | -2.5 | -8.2 | -4.8 | -0.1
CCCCc1ccc(N=N/C(C(=O)Nc2ccccc2OC)=C(/C)O)cc1 | 103.0 | -1.5 | -12.3 | 1.1 | -27.5 | 18.1 | 1.5 | -0.2 | 8.2
C/C(=N\NC(=O)CN1CCN(Cc2ccccc2)CC1)c1cccs1 | 89.0 | -0.3 | 40.9 | 8.0 | -4.2 | -4.8 | -1.6 | -8.5 | 0.1
COc1cc2nc(N(CCCN(C)C)C(=O)c3ccc(C(=O)c4ccccc4)cc3)sc2cc1OC | . | 0.5 | . | 2.2 | -12.7 | -1.7 | -3.7 | . | 0.7
CCC(C)c1ccccc1N1CC(C(=O)Nc2cc(S(=O)(=O)N3CCOCC3)ccc2OC)CC1=O (stereo unspecified) | 92.0 | 3.7 | -5.7 | -0.9 | 6.1 | -0.5 | -2.0 | -3.5 | 3.1
Cc1ccc(S(=O)(=O)NCCC(=O)NCCCSc2ccccc2)cc1 | . | -5.9 | . | -1.9 | -0.4 | 6.1 | -6.0 | . | -0.9
COc1cccc(CNC(=O)[C@H](CCSC)NC(=O)N2CCn3c2nc2ccccc23)c1 | 106.0 | -6.0 | 22.5 | 1.5 | -16.1 | -5.2 | -1.2 | -13.5 | 1.0
C=CCN(CC=C)S(=O)(=O)c1ccc(NC(=S)NC(=O)Cc2ccc(OC)cc2)cc1 | 103.0 | 5.4 | -10.9 | 8.0 | -48.1 | -1.6 | -8.7 | -0.2 | 6.6
Cc1nnc(N/N=C/c2ccccc2O)n1N | 99.0 | 0.4 | 16.5 | 7.8 | 1.9 | 6.5 | -0.7 | -9.2 | -1.0
CCCCN(C)Cc1cc(=O)oc2cc3c(cc12)CCCC3 | 103.0 | 0.4 | 27.3 | 1.3 | -22.0 | 4.0 | 3.2 | -10.1 | -1.1
COC(=O)CCC(=O)OC1(C)C(=O)C=C2C=C(C3CC3)N(C3CCCCC3)C=C2C1=O (stereo unspecified) | 98.0 | -4.1 | 8.9 | 7.0 | -5.2 | -0.6 | -3.0 | -2.7 | 1.1
O=C(CSc1ccccc1)Nc1nnc(C2CC2)s1 | 93.0 | -2.7 | 38.3 | 7.1 | -13.8 | -0.1 | -3.0 | 10.8 | 0.1
Cc1nc(Nc2cccc(C(F)(F)F)c2)nc2c1C(=O)CC(C)C2 (stereo unspecified) | 86.0 | -3.9 | 30.4 | 2.2 | -1.4 | 6.5 | 0.3 | -1.3 | 1.6
COc1cc(C(=O)Nc2cc(Cl)ccc2C)c(-n2cnnn2)cc1OC | 86.0 | 6.1 | 31.3 | -2.3 | -6.1 | 0.5 | -2.4 | -6.2 | 0.5
O=C(CN(C(=O)CCC(=O)Nc1nccs1)c1ccc2c(c1)OCO2)NCC1CCCO1 (stereo unspecified) | 108.0 | -1.0 | 9.7 | 4.2 | -8.5 | -0.4 | -2.6 | -9.6 | 0.5
CCOc1cc(C(=O)N2CCN=C2SC)cc(OCC)c1OCC | 99.0 | 7.7 | -3.3 | -0.3 | 2.0 | -0.9 | -1.6 | -4.0 | 0.0
COC(=O)c1c(NC(=O)c2ccc(C)cc2)sc(Cc2ccccc2)c1C | 103.0 | -0.1 | 9.9 | 5.2 | -3.6 | 9.2 | -5.4 | 40.1 | 1.2
O=C(C1CCC(CNS(=O)(=O)c2cccc3nsnc23)CC1)N1CC=C(c2ccccc2)CC1 (stereo unspecified) | 101.0 | 3.0 | 7.4 | 2.8 | -4.5 | 1.8 | -5.0 | -4.6 | 0.3
COc1ccc(Oc2ncnc3c2oc2ccc(Br)cc23)cc1 | 114.0 | 2.5 | 2.6 | 3.1 | 7.5 | 4.5 | -1.3 | -3.9 | -1.0
Clc1ccccc1C(c1nnnn1Cc1ccco1)N1CCN(Cc2ccco2)CC1 (stereo unspecified) | 108.0 | -3.1 | 5.1 | 0.9 | -8.0 | 2.1 | -4.8 | 0.3 | 0.1
CC(Oc1ccc(C(=O)c2ccc(F)cc2)cc1)C(=O)N1CCOCC1 (stereo unspecified) | . | 2.1 | . | -1.8 | 0.3 | 1.2 | -2.8 | . | 0.6
Cc1ccccc1N1CCN(C(=S)c2ccccc2)CC1 | 105.0 | 0.9 | -8.6 | 4.2 | -12.4 | 8.2 | -11.8 | -4.1 | -0.2
O=C(COc1ccc2ccc(=O)oc2c1)N1CCN(C(=O)C2COc3ccccc3O2)CC1 (stereo unspecified) | 95.0 | 12.7 | 56.2 | -6.5 | 44.7 | -5.2 | -5.5 | 9.6 | -0.9
Cc1[nH][nH]c(=O)c1N=Nc1ccc(Br)c(Cl)c1 | . | 0.1 | . | 6.6 | -43.9 | -1.7 | -1.9 | . | -4.7
COc1ccc(C2C(C#N)=C(N)Oc3c2ccc2cccnc32)cc1OC (stereo unspecified) | 102.0 | -7.1 | 41.1 | 5.3 | -8.2 | -1.7 | 5.2 | -10.7 | 1.9

In another format: results already given
structure,MEKK3 PB1 HTS,IDE cell inh,PHOSPHO1 block,IDE cell activ,CRFR2-BP antag,CHRM4 PAM,GalR3 antag,p-CIP stab down,CRFR2-BP ag
O=C(C1CCC(CNS(=O)(=O)c2cccc3nsnc23)CC1)N1CC=C(c2ccccc2)CC1 (stereo unspecified),101.0,3.0,7.4,2.8,-4.5,1.8,-5.0,-4.6,0.3
COc1ccc(Oc2ncnc3c2oc2ccc(Br)cc23)cc1,114.0,2.5,2.6,3.1,7.5,4.5,-1.3,-3.9,-1.0
Clc1ccccc1C(c1nnnn1Cc1ccco1)N1CCN(Cc2ccco2)CC1 (stereo unspecified),108.0,-3.1,5.1,0.9,-8.0,2.1,-4.8,0.3,0.1
CC(Oc1ccc(C(=O)c2ccc(F)cc2)cc1)C(=O)N1CCOCC1 (stereo unspecified),.,2.1,.,-1.8,0.3,1.2,-2.8,.,0.6

New compounds follow.
SMILES | MEKK3 PB1 HTS | IDE cell inh | PHOSPHO1 block | IDE cell activ | CRFR2-BP antag | CHRM4 PAM | GalR3 antag | p-CIP stab down | CRFR2-BP ag
Cc1ccc(NC(=O)c2ccc(=O)[nH]n2)cc1C | 101.0 | 6.4 | 42.0 | -0.3 | 1.4 | 2.5 | -8.6 | -9.9 | 1.3
Cc1ccc(C2OCC3(CO2)COC(c2ccc(C)cc2)OC3)cc1 (stereo unspecified) | 111.0 | 2.7 | -27.0 | 3.9 | 12.8 | 1.5 | -3.5 | -6.5 | -0.8
COc1cccc(N2CCN(C(=O)CCCCCNc3nc(=S)[nH]c4ccccc34)CC2)c1 | 102.0 | 3.8 | 38.5 | -8.0 | -4.8 | -26.4 | -4.0 | -8.9 | 0.2
O=C(O)c1cccc(Oc2ccc([N+](=O)[O-])cc2)c1 | 97.0 | 3.1 | 6.0 | 2.6 | 5.2 | -3.6 | -2.5 | -0.7 | -0.1
O=C(NC(Cc1ccc2c(c1)OCO2)C(=O)N1CCCC1C(=O)O)c1ccccc1 (stereo unspecified) | 96.0 | -2.6 | -22.1 | 5.8 | -19.4 | 13.6 | 0.4 | -4.3 | -0.1
Cc1ccc(/C=C/C(O)=C2/C(=O)N(C)C3(C)CC2c2ccccc2O3)cc1 (stereo unspecified) | 100.0 | 4.2 | 6.0 | 6.2 | -7.3 | -6.0 | -0.3 | -3.2 | 1.5
COc1cccc(N2CCN(C(=O)CCNS(=O)(=O)c3ccc(F)c(F)c3)CC2)c1 | . | 1.2 | . | 0.5 | -3.0 | -2.4 | -3.0 | . | -0.1
Cn1c(=O)nc2n(Cc3ccccc3)c3ccccc3cc-2c1=O | 101.0 | 4.0 | -18.8 | 1.4 | 7.7 | 5.1 | -0.3 | -6.4 | 3.8
CC(C)OC(=O)Cn1cnc2ccc(Br)cc2c1=O | 106.0 | 1.5 | -7.5 | -1.8 | 7.4 | 1.7 | -3.5 | -3.3 | 0.6
CC(C)(C)c1ccc(C(=O)C2CCCN(C(=O)CN3CCCC3=O)C2)cc1 (stereo unspecified) | 104.0 | 0.8 | 28.2 | 0.5 | -13.0 | 2.5 | 0.3 | -6.1 | -0.2
COc1ccc(CNc2ncc(-c3ccc(F)cc3)n2C)c2ccccc12 | 105.0 | -2.3 | 35.6 | 0.9 | -7.3 | -3.3 | -14.1 | 4.4 | -1.0
COc1cc2c(cc1OC)C1(Nc3c-2c(C)nn3-c2ccccc2)C(=O)Nc2ccccc21 (stereo unspecified) | . | 2.6 | 20.4 | 2.2 | 9.3 | 0.5 | -5.2 | -13.0 | -1.2
O=C(COc1ccccc1)N=C1SC2CS(=O)(=O)CC2N1c1ccc(F)cc1 (stereo unspecified) | 100.0 | 1.7 | 19.9 | 1.6 | -4.0 | 2.7 | -5.1 | -6.1 | 3.2
ClCc1cc2ccccc2nc1Cl | 98.0 | 5.9 | 16.6 | 6.4 | 12.2 | -2.5 | -0.4 | 7.2 | -0.9
NC(=O)c1ccc(NC(=O)CCCN2C(=O)NC3(CCCC3)C2=O)cc1 | . | 2.5 | . | -1.2 | -7.7 | 10.1 | -4.2 | . | -0.5
Cc1ccc(C(=O)OCC(=O)N2CCC(Cc3ccccc3)CC2)cc1N | 108.0 | -0.9 | 27.1 | 3.8 | 14.9 | 16.4 | -3.7 | -24.4 | -4.6
O=C1c2ccccc2C(=O)N1CCC(=O)N1CCCc2ccccc21 | 94.0 | -3.7 | 16.7 | 0.9 | 0.0 | 1.0 | 0.7 | -4.6 | 17.6
Cc1cc(C)n2c(SCC(=O)N3CCN(S(=O)(=O)c4ccc(Cl)cc4)CC3)nnc2n1 | 104.0 | 3.2 | 23.5 | 3.9 | 29.2 | -0.9 | -0.3 | -18.2 | -0.6
Cc1ccc(C)c(OCCCC(=O)O)c1 | 102.0 | 5.0 | 15.6 | 2.0 | 15.4 | -0.4 | -4.2 | -5.2 | -0.4
CC(=O)N1CN(C2CCS(=O)(=O)C2)Cc2c1sc1c2CCCC1 (stereo unspecified) | 97.0 | -4.7 | 6.8 | -1.4 | -1.5 | 15.0 | 1.3 | -10.8 | 0.6
CC(C)c1ccc(NC2CCCN(C(=O)CCN3CCCCC3=O)C2)cc1 (stereo unspecified) | 102.0 | 2.8 | 17.4 | 2.5 | -5.0 | 4.7 | 1.7 | 0.3 | -0.5
O=C(CSc1nnc(COc2ccccc2)o1)NC1CC2CCC1C2 (stereo unspecified) | 102.0 | -1.6 | 32.2 | 3.5 | 10.8 | -1.1 | -1.0 | -6.1 | 0.0
CCCc1cc(C(=O)Cc2ccc(C(=O)OCC)o2)c(O)cc1O | 102.0 | -0.1 | -7.9 | -6.0 | 26.6 | 7.4 | -2.9 | -17.9 | -1.3
Cc1cccc(N(CC(=O)NC2CCCCC2)C(=O)CCC(=O)Nc2ccccn2)c1 | 103.0 | 0.9 | 22.0 | . | . | . | . | -3.5 | .
COc1cccc(CN2CCNC(=O)C2CC(=O)NCCn2cccn2)c1OC (stereo unspecified) | 102.0 | 4.8 | 39.5 | 1.8 | 3.5 | -2.6 | -1.5 | -1.3 | -1.0
